# CF NFkB inh: cystic fibrosis NF-kB activation inhibition. 360,000 tested, 0.86% active. KKLEB NF-kB-GFP reporter, PAF-induced, GFP fluorescence overnight. inhibition, % at 5 µM;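 active = at least 50% inhibition at 5 µM, scaled per plate between neutral and stimulator controls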;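 note: PAF is a Pseudomonas aeruginosa culture filtrate used as stimulus; plate controls were PAF-stimulated DMSO wells for no effect and unstimulated DMSO wells for full effect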
# HIF-2a block: blocks HIF-2a reporter activity; 786-0 RCC cells HIF-2a reporter, luciferase luminescence, overnight; inhibition, % at 18.8 µM; 360,000 tested, 0.72% active; AID 624352;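 active = inhibition of the luminescence signal of 40% or more relative to plate controls, in a single-dose primary screen at 18.75 µM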
# KKLEB tox: counter-screen for CF NF-kB inhibitors: cytotoxicity; 360,000 tested, 0.36% active; activity change (cytotoxicity), % at 5 µM; KKLEB CF airway cells viability, ATPlite luminescence, overnight; stronger effect = lower value; cells stimulated with P. aeruginosa culture filtrate;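 active = corrected activity change at or below -50% at 5 µM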
# TWEAK-Fn14 inh: inhibitors of TWEAK-Fn14 interaction signaling; TWEAK-stimulated Fn14 reporter cells, luciferase luminescence, 8 h; inhibition, % at 10 µM; 360,000 tested, 2% active; AID 1159606; in the data active = inhibition above about 50%
# Peg3 prom inh: inhibitors of Peg3 promoter; HeLa PEG-Prom luciferase reporter, luminescence, overnight; inhibition, % at 20 µM; 360,000 tested, 1.7% active;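 active = inhibition of at least 50% at 20 µM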
# Shn3 inh set2: Schnurri-3 reporter inhibition in Clone20 osteoblasts. Clone20 osteoblast Shn3 3'UTR firefly luciferase, 24 h. inhibition, % at 12.5 µM. 360,000 tested, 0.52% active. AID 588674;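 active = mean inhibition of at least 75% with every replicate also reaching 75%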;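 note: 0% = median of neutral control wells and 100% = pilot-screen positive control compound; some compounds past the cut are filed as inactive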
# NR2E3 ag-1: NR2E3 (human) agonism; Q9Y5X4; AID 2300; inhibition of corepressor binding, % at 4.78 µM; 320,000 tested, 0.12% active; GST-NR2E3/biotin-RetCOR TR-FRET, 1536-well;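 active = percent inhibition above the cutoff of mean plus 3 SD of all tested compounds, set per screening campaign, cut at about 20% in these data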;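 note: 0% = DMSO wells and 100% = biotin wells as full block of FRET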
# Target sequence (Q9Y5X4 whole entry, looked up): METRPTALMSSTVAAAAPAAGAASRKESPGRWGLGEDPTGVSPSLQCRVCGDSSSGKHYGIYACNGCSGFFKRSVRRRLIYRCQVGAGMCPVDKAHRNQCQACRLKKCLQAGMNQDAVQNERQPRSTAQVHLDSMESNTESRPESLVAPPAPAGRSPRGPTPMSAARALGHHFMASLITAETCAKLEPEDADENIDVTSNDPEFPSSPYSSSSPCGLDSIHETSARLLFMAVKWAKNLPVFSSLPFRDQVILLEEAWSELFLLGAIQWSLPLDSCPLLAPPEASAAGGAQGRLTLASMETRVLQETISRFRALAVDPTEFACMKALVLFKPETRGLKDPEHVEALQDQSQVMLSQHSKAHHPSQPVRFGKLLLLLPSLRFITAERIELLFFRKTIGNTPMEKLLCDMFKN
#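 System: GST-tagged NR2E3 plus biotinylated RetCOR corepressor; Buffer or medium: pH 7.5 Tris-based buffer; Probe or stimulus: RetCOR corepressor, biotinylated, 7 nM; Doses: compound at 4.8 µM, single dose; Schedule: 5 h incubation at 4 °C; Technique: time-resolved FRET; Evaluation: percent inhibition of TR-FRET ratio; Replication: one well per compound, singlicate testing.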
# TROY signal inh: TROY signaling inhibition; Q293 LMP1-TROYcd NF-kB luciferase reporter, 4 h; AID 1347056; 360,000 tested, 0.98% active; inhibition, % at 10 µM;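 active = compounds whose plate-normalised and pattern-corrected inhibition of the luciferase reporter signal at the single screening dose is 50% or more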
# NR2E3 ag-2: agonists of human NR2E3 nuclear receptor. inhibition of corepressor binding, % at 3.98 µM. AID 602229. Q9Y5X4. CHO-S Gal4-NCOR/VP16-NR2E3 two-hybrid, luciferase. 360,000 tested, 0.35% active;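 active = inhibition above the mean of all tested compounds plus 3 SD, cut at about 70% in these data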;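 note: 0% = DMSO with NR2E3 transfected cells and 100% = cells lacking NR2E3 construct; higher means lower luciferase signal from less NR2E3 corepressor binding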
# TRPM1 prom inh: reduces MITF-dependent TRPM1 promoter luciferase signal. inhibition, % at 12.5 µM. SK-MEL-5 TRPM1 promoter luciferase, 24 h. 330,000 tested, 0.83% active. AID 488899;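 active = mean inhibition across replicates of 60% or more, whatever share of single replicates reaches that level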; note: values of inactives mirror those of a sister screen read the other way
# C8 TRAIL sens: caspase-8 TRAIL sensitization; inhibition (viability loss, TRAIL sensitization), % at 10 µM; 360,000 tested, 1% active; NB7+C8 cells + TRAIL, ATPlite viability luminescence;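 active = compounds causing at least 50% loss of cell viability in the single-dose screen, relative to plate controls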
# Numbers without * were called inactive; . = not tested or not shown.
Compound,CF NFkB inh,HIF-2a block,KKLEB tox,TWEAK-Fn14 inh,Peg3 prom inh,Shn3 inh set2,NR2E3 ag-1,TROY signal inh,NR2E3 ag-2,TRPM1 prom inh,C8 TRAIL sens
CCc1nnc(NC(=O)CSc2nnc(CNC(=O)c3ccc(OC)c(OC)c3)o2)s1,-4.7,11.9,0.2,11.3,-4.4,9.6,-2.4,1.8,3.5,7.3,-7.4
CCC/C(C)=C/c1ccc(CC)cn1,-1.0,8.8,0.8,-6.1,-7.6,11.9,.,8.7,-30.9,4.1,-1.7
Cc1ccc(OCC(=O)NN=C2c3ccccc3-c3ccccc32)cc1,18.2,-17.2,-22.5,-19.4,19.1,-4.0,-1.0,3.5,15.5,-11.9,5.5
Cc1ccc(-n2nc(C)cc2Nc2ncc(Cl)cc2Cl)cc1,-12.3,19.5,-7.2,-7.0,18.9,60.3,0.5,-8.3,-4.1,26.7,-2.5
COc1ccc2c(c1)CCC/C2=N/OC(=O)c1ccccc1OC,24.9,-6.8,7.9,-35.1,-33.1,-2.5,1.9,-79.0,-13.5,-6.6,7.2
Cc1ccn2c(C(=O)N/N=C/c3ccc(Cl)cc3)c(C)nc2c1,-14.4,-23.5,3.6,-2.7,18.3,15.1,.,2.2,-22.9,-0.3,10.4
COc1cc(OC)cc(C(=O)N[C@H](C(=O)Nc2nc(-c3ccc(F)c(F)c3)cs2)C(C)C)c1,2.5,-0.5,-15.8,-1.2,0.9,4.2,-0.9,0.9,-10.7,-3.0,5.2
COc1ccc(/C=C(\NC(=O)c2ccc(C)cc2)C(=O)NCC2CCCO2)cc1 (stereo not given),-4.9,15.6,4.0,3.7,10.8,10.3,1.5,1.6,-7.6,-5.4,-6.7
CC(C)OCCCNC(=O)c1ccccc1NC(=O)C1=CSCCO1,-9.3,5.5,-18.6,-7.2,2.2,-2.3,-0.8,-9.6,11.1,0.0,-10.1
CN1N=C(/C=C/c2ccccc2)CCC1=O,7.1,-174.4,-1.3,-4.7,-132.9,-30.5,5.8,-55.6,-68.4,-46.5,10.3
CCc1ccccc1NC(=O)c1cc(-c2ccc3c(c2)OCO3)on1,14.1,-141.4,-16.0,-6.0,-83.7,-69.0,2.1,-38.4,-38.8,.,-2.1
CCOC(=O)Cn1c(=N)n(CCOc2ccc(F)cc2)c2ccccc21,-7.1,23.3,3.4,-18.4,6.5,-1.0,-0.7,-4.5,-6.6,-2.5,-3.7
CC(C)(C)c1cc(NC(=O)CSc2nnc(N)s2)n(-c2ccccc2)n1,-8.8,15.7,-7.9,-19.1,16.5,-9.0,3.8,-18.7,5.5,-15.2,2.7
Cc1cc(N2CCCC(C(=O)Nc3ccc4c(c3)CCC4)C2)n2ncnc2n1 (stereo not given),2.1,12.4,-13.2,7.5,18.6,40.3,2.3,7.1,19.6,14.1,1.3
CC1CCN(C(=O)CSc2nnc(-c3cccnc3)n2C2CCCCC2)CC1,1.3,7.0,12.7,19.9,7.9,-2.7,5.7,-2.5,15.5,1.8,-9.9
OCC1=C[C@@H](O)C2C=CO[C@@H](O[C@@H]3O[C@H](CO)[C@@H](O)[C@H](O)[C@H]3O)C12 (stereo not given in full),-18.1,-5.1,0.6,6.8,-9.2,23.2,.,5.2,-15.5,-8.3,7.6
Cc1ccc(OCCNC(=O)c2ccccc2O)cc1,0.9,-68.0,2.5,2.0,-47.3,15.3,4.4,-22.8,-34.1,4.5,4.9
CCn1cc(C(=O)N2CCc3ccccc32)c(=O)c2cc(S(=O)(=O)N3CCCC3)ccc21,2.0,13.9,0.5,29.9,-63.9,8.3,0.7,16.1,-0.7,13.2,-6.7
Cc1noc(C(=O)NCC2CCCO2)c1Cl (stereo not given),-16.3,1.7,15.4,-10.0,0.1,7.3,2.8,24.4,6.1,1.2,8.3
O=C(/C=C/c1cccc([N+](=O)[O-])c1)OC1CCCCC1=O (stereo not given),-10.9,-9.5,3.5,-13.4,9.7,-5.8,2.3,-18.2,-14.0,-4.0,0.1
O=C(c1cc(C2CC2)nc2ccc(Br)cc12)N1N=C(C(F)F)CC1(O)C(F)F (stereo not given),13.0,57.2*,-14.4,19.7,59.8*,1.5,-2.0,54.4*,40.2,8.5,29.0
CNC(=S)/N=C/NOCc1c(Cl)cccc1Cl,-1.2,3.6,-1.2,-1.1,5.2,18.5,2.9,0.1,1.4,-0.4,-3.2
CCOc1ccc(NC(=O)COC(=O)CCS(=O)(=O)c2ccc(C)cc2)cc1,1.2,17.3,-29.8,-14.4,6.8,-5.4,3.7,4.2,0.7,-7.3,1.7
COC(=O)c1cc(C#N)c(Oc2ccccc2OC)nc1C,-0.8,10.6,-0.9,4.5,-11.3,13.7,-4.5,-10.3,21.7,2.2,-8.0

# The last 2 compounds of the part before are carried over, then new ones follow.
Compound,CF NFkB inh,HIF-2a block,KKLEB tox,TWEAK-Fn14 inh,Peg3 prom inh,Shn3 inh set2,NR2E3 ag-1,TROY signal inh,NR2E3 ag-2,TRPM1 prom inh,C8 TRAIL sens
CCOc1ccc(NC(=O)COC(=O)CCS(=O)(=O)c2ccc(C)cc2)cc1,1.2,17.3,-29.8,-14.4,6.8,-5.4,3.7,4.2,0.7,-7.3,1.7
COC(=O)c1cc(C#N)c(Oc2ccccc2OC)nc1C,-0.8,10.6,-0.9,4.5,-11.3,13.7,-4.5,-10.3,21.7,2.2,-8.0
COc1ccc(NC(=O)C(F)(F)F)cc1OC,-10.4,12.9,12.6,-2.4,7.5,1.6,3.1,-18.5,1.2,4.6,-16.1
O=c1c2c3c(sc2nc(NCCO)n1CCc1ccccc1)CCCCC3,29.3,-67.5,-8.5,-9.4,-13.6,-11.9,5.8,5.3,-77.8,12.1,3.9
CN(CCC1CCOCC1)Cc1cn[nH]c1-c1ccc(-c2ccccc2)cc1,13.5,-128.4,-1.3,3.1,-64.4,.,-1.7,-33.4,-55.7,-23.1,2.7
Cc1ccc(S(=O)(=O)N(CC(=O)N2CCC(C)CC2)Cc2ccccc2F)cc1,-6.9,24.1,-1.5,0.6,16.5,20.1,1.6,-9.0,0.8,-14.2,-4.0
CCNC1CCC(Nc2ccnc3cc(Cl)ccc23)CC1 (stereo not given),-13.6,-24.0,10.8,1.8,24.6,68.0,.,-0.6,-3.0,24.7,17.8
Cc1ccc(C(=O)N(Cc2nnc(-c3ccccc3Cl)o2)C2CC2)o1,-1.5,-119.2,-19.3,3.5,-74.5,-48.4,.,-4.1,-48.2,.,3.9
O=C(OCc1c(F)cccc1Cl)c1cnc(Cl)c(Cl)c1,-51.3,-16.7,17.3,9.4,43.7,9.4,3.0,-12.6,16.0,-0.1,18.4
Cc1ccc(N2C(=O)CCC2=O)c(C)c1,-2.2,19.0,-0.6,6.5,15.7,0.5,0.8,10.9,8.4,5.6,-0.6
CCCCCC1CCC(C(=O)O)CC1 (stereo not given),3.1,25.7,-9.6,-6.1,5.7,-1.7,2.6,-8.1,-5.9,-3.5,-9.6
CC(C)c1ccc(Nc2nnc(SCC(=O)c3nnc(-c4ccccc4)o3)s2)cc1,2.4,-215.2,-18.6,-5.3,-199.6,-47.4,5.1,-37.0,-125.8,-46.9,8.9
COc1ccc(C(C[N+](=O)[O-])C2(c3ccc(OC)c(OC)c3)C(=O)c3ccccc3C2=O)cc1 (stereo not given),45.1,87.2*,-13.5,45.0,101.5*,95.3*,-15.0,46.6,6.7,7.1,53.4*
CCCNC(=O)Cc1c(O)c2ccccc2[nH]c1=O,-2.0,11.2,-4.7,-7.2,0.6,2.3,1.4,9.6,-21.1,-15.2,-16.0
NS(=O)(=O)c1ccc(N=Nc2c[nH]c(=O)c(O)c2)cc1,2.6,41.1*,0.7,1.9,16.9,0.0,-3.3,6.8,-11.4,3.0,10.9
O=C(O)c1ccc(NN=CC2=C(N3CCOCC3)/C(=C/c3ccccc3)CC2)cc1,-5.7,-33.5,8.6,-6.3,-17.3,-15.7,.,10.3,-5.7,-8.0,18.1
Cc1ccc(S(=O)(=O)NCc2ccccc2)cc1C(=O)N1CCN(c2ccccc2)CC1,-11.0,10.3,-22.8,4.8,20.9,16.5,-1.0,8.2,-18.3,-2.1,10.5
Cc1ccc(NC(=O)C2C3C=CC(O3)C2C(=O)O)c(C)c1 (stereo not given),-10.3,-0.7,15.9,5.2,8.4,3.1,8.2,20.0,-8.1,-4.6,10.6
CCCc1nc(SCC(=O)NC2CCCC2)c2ccccc2n1,28.9,14.5,-14.5,25.7,15.5,1.6,4.5,4.9,-5.5,13.3,-12.4
NC(=O)N/N=C/c1ccccc1OC(=O)c1ccccc1Br,-31.5,0.9,4.9,-9.7,-3.0,-6.3,-5.2,-3.7,7.5,8.1,-5.2
Cc1cc(S(=O)(=O)N2CCCCC2)ccc1OCC(=O)Nc1ccccc1,13.6,10.2,-6.9,22.8,27.3,0.8,2.6,6.7,6.1,7.0,16.4
Cc1ccc(C(=O)NCCC2=CCCCC2)cc1S(=O)(=O)N1CCOCC1,2.7,-90.6,10.0,-1.2,-103.0,-30.5,3.5,-53.9,-29.4,-23.3,-0.2
CC1(C)CCC(=O)N2CC[C@H]3C[C@H](OC(=O)Nc4ccc(Br)cc4)C[C@@H]1[C@H]32,12.3,-205.0,12.1,-15.5,-201.0,-7.4,2.5,-40.9,-11.5,-28.7,-6.8
O=C(Nc1cc(Sc2nc3ccccc3s2)cc([N+](=O)[O-])c1)c1ccccc1,-6.6,-4.9,3.4,63.4*,42.4,23.3,4.2,29.9,-32.9,-0.1,13.8
C=CCn1c(SCC(=O)NC2CC2)nnc1C1CC1,-9.8,10.8,12.2,-27.9,14.2,-8.8,2.5,0.5,-10.7,-2.6,-8.0
O=C(CCc1ccccc1)Nc1ccc2c(c1)OCCO2,5.9,-200.1,-6.4,24.3,-217.5,-82.9,-2.6,-8.8,-64.1,-66.1,9.3
CCOC(=O)c1ccc(N[C@@H]2CCN3C(=O)c4ccccc4[C@@H]3C[C@H]2O)cc1,-4.9,8.4,2.6,-31.0,-5.4,0.8,.,8.8,2.6,-2.6,1.9
CC(=O)Nc1ccc(NC(=O)c2c(C)c(-c3ccccc3)nc3ccccc23)cc1,-15.3,11.4,-0.4,0.3,7.6,-10.4,-1.4,13.6,9.3,-7.1,9.6
CCOc1cccc2cc(C(=O)NCc3ccccc3Cl)c(=O)oc12,20.9,-12.8,-8.3,0.8,-137.4,2.8,4.4,-48.4,6.1,-34.6,-10.4
COc1ccc(CC(=O)N/N=C/c2sccc2C)cc1,-3.7,-53.4,0.6,-14.3,-29.3,2.6,-0.9,-29.1,-13.1,-16.4,-2.2
S=C(Nc1ccc(OCc2ccccc2)cc1)Nc1cccc(Cl)c1Cl,-24.3,-17.7,15.2,-7.9,-10.1,-15.1,-2.1,-23.5,-18.1,-15.9,0.9

# Screening data (PubChem)

# Only part of the results is shown; count on the stated rates, not on these rows.
